# Screening data deposited in PubChem BioAssay by several laboratories.
# eLon inh = inhibitors of E. coli Lon protease, primary screen, biochemical, fluorescence polarization; P0A9M0; inhibition, % at 7.94 µM; purified E. coli Lon protease; 360,000 compounds, 0.42% hits; in the data active means inhibition above about 13%, passing the limit was not always enough;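 further: 0% = enzyme with probe and DMSO and 100% = no enzyme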
# Target sequence (P0A9M0 whole entry, looked up): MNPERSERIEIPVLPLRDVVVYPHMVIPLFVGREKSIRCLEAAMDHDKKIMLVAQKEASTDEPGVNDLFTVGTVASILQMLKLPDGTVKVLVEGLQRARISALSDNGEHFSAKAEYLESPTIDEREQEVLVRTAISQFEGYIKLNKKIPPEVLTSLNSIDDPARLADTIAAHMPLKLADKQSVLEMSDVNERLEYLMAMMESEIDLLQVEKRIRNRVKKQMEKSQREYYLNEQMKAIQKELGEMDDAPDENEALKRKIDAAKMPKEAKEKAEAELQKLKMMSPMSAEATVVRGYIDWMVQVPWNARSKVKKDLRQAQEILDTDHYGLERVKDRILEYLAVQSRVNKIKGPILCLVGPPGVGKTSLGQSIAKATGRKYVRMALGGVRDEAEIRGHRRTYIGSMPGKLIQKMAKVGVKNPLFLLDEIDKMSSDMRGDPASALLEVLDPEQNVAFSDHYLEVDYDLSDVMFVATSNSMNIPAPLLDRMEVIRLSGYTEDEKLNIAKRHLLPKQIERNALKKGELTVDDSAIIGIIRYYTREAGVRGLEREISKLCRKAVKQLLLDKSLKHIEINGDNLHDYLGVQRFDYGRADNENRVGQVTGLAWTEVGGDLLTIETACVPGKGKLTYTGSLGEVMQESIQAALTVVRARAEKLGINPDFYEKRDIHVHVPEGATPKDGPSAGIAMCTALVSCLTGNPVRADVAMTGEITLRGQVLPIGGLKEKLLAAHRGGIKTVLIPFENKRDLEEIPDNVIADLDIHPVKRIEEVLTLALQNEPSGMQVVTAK
# Neddylation inh = inhibitors of cullin neddylation, primary screen, biochemical, TR-FRET, uHTS, NAE and Ubc12. NEDD8-conjugating enzyme Ubc12 (Homo sapiens) + NEDD8-activating enzyme E1 regulatory …. calls only at 25 µM. 360,000 compounds, 0.58% hits. AID 651699, 2012; in the data active means inhibition above about 36%
# NRP1-CendR mod = modulators of CendR peptide binding to NRP-1, primary screen, biochemical, fluorescence polarization, uHTS | FAM-RPARPAR peptide binding to NRP-1 | AID 602438, 2012 | inhibition, % at 25 µM | 360,000 compounds, 0.85% hits;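 active means inhibition or corrected inhibition above about 18%, plus a signal ratio from 0.5 to 1.5, limit read from the data, passing the limit was not always enough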; further: strong numbers were not always called active
# Rin1-Abl PPI inh = inhibitors of Rin1-Abl protein binding, primary screen, biochemical, TR-FRET; AID 588664, 2011; Tyrosine-protein kinase ABL1 (Homo sapiens) + Ras and Rab interactor 1 (Homo sapiens), …; 360,000 compounds, 0.4% hits; inhibition, % at 7.35 µM; in the data active means inhibition above about 5%, passing the limit was not always enough
# bovine MsrA act = bovine MsrA enzyme activators, primary screen, biochemical, absorbance, HTS. activation, % at 10.6 µM. purified bovine MsrA, absorbance read-out. AID 602163, 2012. 360,000 compounds, 0.3% hits; in the data active means activation above about 7.5%;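 further: 0% = vehicle and 100% = reference activator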
# MT1-MMP act inh = blockers of MT1-MMP proenzyme processing, primary screen, HT1080 RFP-PRO-GFP cells, GFP/RFP fluorescence. Matrix metalloproteinase-14 (Homo sapiens), P50281. 360,000 compounds, 0.061% hits. GFP/RFP ratio fluorescence, overnight; percent of plate control window, DMSO zero. AID 651647, 2012. GFP/RFP ratio change, % at 20 µM;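 active means GFP/RFP ratio change of at least 30% with cell ATP level not reduced by more than half and red fluorescence within 50% of control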; further: strong numbers were not always called active
#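 Material: RFP-PRO-GFP reporter HT1080 cells. Dosing: single-point 20 µM compound, 1% DMSO. Controls: DMSO and RFP-L50D-GFP cell wells. Timing: cells overnight before dosing, compound overnight, 37 °C, 5% CO2. Measure: GFP/RFP fluorescence ratio.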
# FAS TE block = FAS thioesterase domain inhibitors, primary screen, biochemical, fluorescence intensity, uHTS; recombinant FAS-TE, OMFH fluorogenic substrate, fluorescence endpoint; inhibition, % at 15 µM; 360,000 compounds, 0.67% hits;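 active means compounds whose normalised, plate-corrected inhibition of enzyme fluorescence in the single-dose primary screen is 50% or more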;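 further: 0% = DMSO with enzyme and 100% = substrate without enzyme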
# MsrA inhibitor = bovine MsrA enzyme inhibitors, primary screen, biochemical, absorbance, HTS; Methionine sulfoxide reductase A (Bos taurus); purified bovine MsrA, absorbance read-out; inhibition, % at 15.5 µM; 360,000 compounds, 0.75% hits; in the data active means inhibition above about 4.5%;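 further: 0% = vehicle wells with enzyme and 100% = reference inhibitor wells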
# SKN-1 block = suppressors of acrylamide-induced Pgst-4::GFP reporter in worms, primary screen, SKN-1 inhibitor project, whole organism, uHTS, GFP/RFP fluorescence ratio, strain VP596. C. elegans VP596 Pgst-4::GFP/RFP ratio, 24 h. inhibition, % at 21.8 µM. 360,000 compounds, 0.49% hits;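 active means interference check ratio from 0.5 to 1.5 plus GFP to RFP signal ratio inhibition reaching or exceeding a fixed threshold, cut at about 30% in these data, passing the limit was not always enough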; further: some compounds called inactive have numbers as strong as hits
# * = called active by the depositor; i = inactive; / = no result given.
# Preview, 4 compounds:
entry	compound	NRP1-CendR mod	Rin1-Abl PPI inh	MT1-MMP act inh	FAS TE block	MsrA inhibitor	eLon inh	bovine MsrA act	SKN-1 block	Neddylation inh
1	COCCNC(=O)C(c1ccc(C)cc1)N(C(=O)CCC(=O)Nc1ccccn1)c1ccc(C)cc1 (stereo not drawn)	0	-1	-2	0	-0.6	2	-9	-2	i
2	CN(CC(=O)Nc1ccc2c(c1)OCO2)CC(=O)Nc1ccc(F)c(F)c1F	0	1	-3	10	0.1	1	-1	1	i
3	Cc1nc2sccc2c(=O)n1-c1cccc(Cl)c1	-7	2	2	2	-1.0	-3	4	8	i
4	N#Cc1ccc(-c2nc3ccccc3nc2-c2ccccc2)cc1C#N	-2	-10	-1	31	0.5	-5	-4	1	i

# The whole of this part (from the top)
entry	compound	NRP1-CendR mod	Rin1-Abl PPI inh	MT1-MMP act inh	FAS TE block	MsrA inhibitor	eLon inh	bovine MsrA act	SKN-1 block	Neddylation inh
1	COCCNC(=O)C(c1ccc(C)cc1)N(C(=O)CCC(=O)Nc1ccccn1)c1ccc(C)cc1 (stereo not drawn)	0	-1	-2	0	-0.6	2	-9	-2	i
2	CN(CC(=O)Nc1ccc2c(c1)OCO2)CC(=O)Nc1ccc(F)c(F)c1F	0	1	-3	10	0.1	1	-1	1	i
3	Cc1nc2sccc2c(=O)n1-c1cccc(Cl)c1	-7	2	2	2	-1.0	-3	4	8	i
4	N#Cc1ccc(-c2nc3ccccc3nc2-c2ccccc2)cc1C#N	-2	-10	-1	31	0.5	-5	-4	1	i
5	COc1ccc(NC2CCCN(C(=O)CCc3scnc3C)C2)cc1 (stereo not drawn)	10	0	-3	-9	0.8	5	2	13	i
6	CCC1NC(=O)c2cccnc2-n2c1nc1cc(F)ccc1c2=O (stereo not drawn)	-12	-3	0	-8	0.4	-7	0	16	i
7	COc1cc(OC)cc(OC(=O)C2CCN(C(=O)c3ccc(F)cc3)CC2)c1	9	-1	4	-1	-0.6	2	-2	15	i
8	COc1ccc2cc(-c3ccccc3)ncc2c1	14	0	6	-3	0.4	-8	-3	7	i
9	c1cc2nc(C34CC5CC(CC(C5)C3)C4)[nH]c2cn1	-2	0	-2	-5	-1.0	0	-1	3	i
10	CNc1ccccc1C(=O)OCC(=O)N1CCN(c2ccc(OC)cc2)CC1	14	-2	3	4	1.6	0	-8	-22	/
11	COc1ccc(-c2c(S(=O)(=O)c3ccccc3)cnn2-c2ccccc2)cc1	-4	-1	3	28	-0.4	8	-1	21	i
12	COCCn1c(Cc2cccn2C)nnc1SCC(=O)Nc1nccs1	-5	-1	2	-19	0.8	1	-2	-1	i
13	COc1ccc([N+](=O)[O-])c(C=CC(=O)c2ccccn2)c1	0	-1	1	3	1.3	9	-2	-1	i
14	COC(=O)c1c(-c2ccc(OC)cc2)oc2ccc(-c3ccc(OC)nc3)cc12	2	2	3	20	-0.5	1	-1	3	i
15	O=C(NCC(=O)N(c1ccc(F)cc1)C(C(=O)NC1CCCC1)c1cccnc1)c1ccco1 (stereo not drawn)	-4	-3	2	-5	0.1	-14	-1	24	i
16	CN(C)CCN(Cc1ccco1)S(=O)(=O)c1csc(C(N)=O)c1	12	-1	-1	-4	-1.1	1	-3	2	i
17	COc1ccc(-c2csc(Nc3ccc(O)cc3)n2)cc1	6	0	-21	16	1.9	8	-10	8	i
18	COc1ccccc1NS(=O)(=O)c1ccc(Cl)cc1	-2	-3	5	3	-0.3	4	-2	8	i
19	COc1cccc(-n2c(C)nnc2SCC#N)c1	-3	-4	-3	-6	0.0	7	0	31	i
20	O=C(CN(Cc1ccccc1F)S(=O)(=O)c1ccc(Cl)cc1)NCCC1=CCCCC1	-8	0	-9	28	-0.5	5	-1	-7	i
21	C/C(=N/NC(=O)c1nnn(-c2nonc2N)c1COc1ccccc1)c1ccccc1Cl	-11	0	-2	26	1.1	-3	-1	22	i
22	Cc1cc(C)c(N=Cc2c(O)n(-c3nccs3)c(=O)c3ccccc23)c(C)c1	0	1	2	30	0.4	8	-10	4	i
23	CC(=O)c1cccc(NC(=O)Nc2csc3c2CCCC3)c1	12	4	3	8	-0.5	3	-3	10	i
24	CCN(CC)CCNC(=O)CSc1c2c(nc3cc(Cl)ccc13)CCCC2	2	-7	1	0	0.6	-5	5	-7	i
25	Clc1ccc(OCCCn2ccnc2)c(Br)c1	-2	4	-1	-9	0.4	-5	2	11	i
26	CCCOc1ccc(C(=O)NCC(c2ccco2)N(C)C)cc1 (stereo not drawn)	-2	-2	4	-14	-0.6	-5	-3	-2	i
27	COCCN1Cc2cccc(C(=O)NCCc3ccccc3)c2C1=O	2	0	3	-6	0.2	-5	-7	-12	i
28	Cc1ccc(NC(=S)N2CCC(N(C)CC3CCCO3)CC2)cc1 (stereo not drawn)	-2	1	-7	-4	0.1	-6	-2	-6	i
29	COc1cc(O)c(C(CC(=O)N2CCCC2)c2ccc(N(C)C)cc2)c(OC)c1 (stereo not drawn)	-4	0	-5	-9	0.4	-2	0	-5	i
30	O=C(NCCOc1ccccc1F)C1CC(=O)N(c2ccc3c(c2)OCCO3)C1 (stereo not drawn)	-2	2	0	-3	-0.5	-7	-1	7	i
31	CC(=O)c1ccc(S(=O)(=O)N(CC(=O)NC2CC2)Cc2ccc(F)cc2)cc1	-1	4	3	-5	-0.7	-9	-10	-10	i
32	Cc1nn(C)c(C)c1S(=O)(=O)N1CCC(CO)(Cc2ccc(Cl)cc2)CC1	14	1	-4	1	-0.7	0	-4	12	i
33	CCOc1cc(N2CCOCC2)c(OCC)cc1NC(=O)c1ccc(NC(C)=O)cc1	-5	-4	6	-3	0.0	11	-5	1	i
34	COc1ccc(C2NC(=O)NC(C)=C2C(=O)OCc2ccccc2)cc1 (stereo not drawn)	4	3	4	4	0.6	8	-2	1	i
35	CCC(=O)NC(=S)Nc1ccc(S(=O)(=O)NC(C)C)cc1	0	-1	2	-5	/	5	-4	10	i
36	Cc1cc(C)cc(N(CC(=O)Nc2cccc(C)n2)S(=O)(=O)c2c(C)noc2C)c1	2	2	-35	30	-0.9	-4	-2	12	i
37	O=C(Oc1ccc2ccc(O)cc2c1)C1CCCCC1	-33	1	-9	4	2.0	-3	-5	-2	i
38	COc1ccc(CCNC(=O)C/C(C)=N/NC(=O)Cc2cccc3ccccc23)cc1OC	7	-1	0	-4	-1.5	7	-9	2	i
39	Cc1ccccc1N1CCN(CC(=O)NCc2ccc(Cl)cc2)CC1	6	1	0	13	-0.6	0	-2	16	i
40	Brc1ccc(-c2csc(N3CCCCCC3)n2)cc1	-8	-6	0	29	0.9	6	-1	14	i

# 3 compounds from above, limited to NRP1-CendR mod, Neddylation inh and SKN-1 block:
nr	Compound	NRP1-CendR mod	Neddylation inh	SKN-1 block
30	O=C(NCCOc1ccccc1F)C1CC(=O)N(c2ccc3c(c2)OCCO3)C1 (stereo not drawn)	-2	i	7
31	CC(=O)c1ccc(S(=O)(=O)N(CC(=O)NC2CC2)Cc2ccc(F)cc2)cc1	-1	i	-10
32	Cc1nn(C)c(C)c1S(=O)(=O)N1CCC(CO)(Cc2ccc(Cl)cc2)CC1	14	i	12

# The listing picks up; the three compounds before the break are reprinted first.
entry	compound	NRP1-CendR mod	Rin1-Abl PPI inh	MT1-MMP act inh	FAS TE block	MsrA inhibitor	eLon inh	bovine MsrA act	SKN-1 block	Neddylation inh
38	COc1ccc(CCNC(=O)C/C(C)=N/NC(=O)Cc2cccc3ccccc23)cc1OC	7	-1	0	-4	-1.5	7	-9	2	i
39	Cc1ccccc1N1CCN(CC(=O)NCc2ccc(Cl)cc2)CC1	6	1	0	13	-0.6	0	-2	16	i
40	Brc1ccc(-c2csc(N3CCCCCC3)n2)cc1	-8	-6	0	29	0.9	6	-1	14	i
41	NC(=O)c1ccc(/C=N/O)nc1	0	0	4	-4	0.5	-17	-4	-5	i
42	CCCc1nnc(NC(=O)CCC(=O)NCc2ccc(Cl)cc2Cl)s1	-4	1	-1	-6	0.7	17	-7	8	i
43	CC(=O)N1CCOc2ccc(S(=O)(=O)N3CCC(C(=O)NCc4ccc(F)cc4)CC3)cc21	4	0	-2	-3	-1.0	-5	-4	0	i
44	CCSc1nnc(NC(=O)CSc2nc3c(c(=O)n2C)SC(C)C3)s1 (stereo not drawn)	-6	9.5*	1	2	0.8	-4	-2	2	i
45	CCOC(=O)C(C)Sc1nc2c(c(=O)[nH]c(=O)n2C)n1CCc1ccccc1 (stereo not drawn)	0	0	5	-4	0.2	-2	-9	-8	i
46	CC(=O)N/C(=C/c1ccc2c(c1)OCO2)C(=O)N1CCOCC1	-15	0	-2	-6	-0.3	-22	-2	19	i
47	Cc1ccc(SCc2nc3ccccc3n2CC(=O)Nc2ccc(Cl)cc2)cc1	11	-2	-8	18	2.0	1	-4	-11	i
48	CCC(C)(C)n1nnnc1C(c1ccc2ncccc2c1)N1CCCCCC1 (stereo not drawn)	3	5	-6	18	1.3	2	-1	-8	i
49	COc1ccc(-c2noc(CCC(=O)N3CCN(c4ccccc4C(F)(F)F)CC3)n2)cc1	-8	0	1	31	0.4	-10	-1	-1	i
50	COc1ccc([C@H]2C[C@@H](O)[C@H](n3cc(-c4ccc(F)cc4)nn3)CN2C(=O)C2CCCCC2)cc1	2	2	1	5	-1.2	8	-9	0	i
51	CCc1nnc(NC(=O)[C@@H](NS(=O)(=O)c2ccc3c(c2)OCCO3)C(C)C)s1	4	-2	0	-8	1.4	-6	-2	14	i
52	CC(C)C[C@@H](CN1CCC[C@@H]1CN1C(=O)C(=O)NC[C@@H]1Cc1ccccc1)N1C[C@H](Cc2ccccc2)N(CC2CCCCCC2)C(=O)C1=O	5	-6	-3	5	1.6	-9	-1	-2	i
53	Cc1cc(NC(=O)CSc2nc3c(C)cccc3cc2C#N)no1	11	-5	-46	0	1.3	-16	-9	-2	i
54	CCOC(=O)c1c(C)[nH]c(C(=O)COC(=O)CNC(=O)c2ccc(Br)cc2)c1C	-4	-3	0	-3	-0.2	-14	-2	12	i
55	CCCSc1nc(N)cc(=O)[nH]1	5	2	-5	-11	1.0	-1	-8	10	i
56	CCOc1ccc2nc(N(CCCN(C)C)C(=O)c3ccc(S(=O)(=O)N4CCCC4)cc3)sc2c1	2	6	2	-5	-0.8	-5	-9	2	i
57	CC(C)Nc1nnc(SC(C)C(=O)Nc2ccc(N3CCOCC3)cc2)s1 (stereo not drawn)	3	1	-3	-6	-0.1	-16	-1	5	i
58	CC1CCc2c(sc3nc(CSc4ncn[nH]4)[nH]c(=O)c23)C1 (stereo not drawn)	-11	-1	3	-66	0.1	-11	-2	-8	i
